E-selectin induc – E-selectin induction on HUVECs; HUVEC E-selectin immunofluorescence imaging; normalized: neutral wells 0, TNF-alpha wells 100; 260,000 compounds, 0.37% hits; activation, % at 7.58 µM; AID 686992;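 active means mean E-selectin-positive cell signal at least 10% of the positive control, reached in at least 60% of replicates, without over 20% cell loss; inconclusive means no rule given, readout overlaps actives, possibly toxicity-flagged; inactive means the rest, including those meeting only one limit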;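 further: in these data hits start at about 27%; measured in HUVEC primary endothelial cells; signal is the percent of cells scored E-selectin positive by PE staining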
Target sequence (P16581 whole entry, looked up): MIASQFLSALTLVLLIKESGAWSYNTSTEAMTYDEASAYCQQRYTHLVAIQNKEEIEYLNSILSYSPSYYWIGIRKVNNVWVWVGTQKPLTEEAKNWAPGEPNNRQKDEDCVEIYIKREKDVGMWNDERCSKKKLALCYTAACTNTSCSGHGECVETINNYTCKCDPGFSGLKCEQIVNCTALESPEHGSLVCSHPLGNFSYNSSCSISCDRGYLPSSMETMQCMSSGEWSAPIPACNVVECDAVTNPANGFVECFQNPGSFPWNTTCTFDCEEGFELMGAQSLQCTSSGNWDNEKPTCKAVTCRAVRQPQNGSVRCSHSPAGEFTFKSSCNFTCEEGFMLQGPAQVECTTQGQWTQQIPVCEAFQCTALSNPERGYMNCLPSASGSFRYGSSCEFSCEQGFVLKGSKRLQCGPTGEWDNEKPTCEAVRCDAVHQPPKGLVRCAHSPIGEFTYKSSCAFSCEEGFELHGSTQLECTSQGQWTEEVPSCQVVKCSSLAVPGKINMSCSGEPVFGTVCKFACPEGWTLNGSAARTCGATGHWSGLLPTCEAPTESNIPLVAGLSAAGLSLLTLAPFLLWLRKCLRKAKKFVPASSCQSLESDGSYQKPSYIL
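System: HUVEC / Compound: single concentration / Signal: immunofluorescence imaging / Read-out: percent E-selectin-positive cells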
Statin myotox sup – suppressors of simvastatin-induced myotoxicity in C2C12 myotubes; rescue of ATP level, % at 7.49 µM; ATP luminescence, 48 h; scaled: DMSO 0, geranylgeraniol control 100; 330,000 compounds, 0.78% hits;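 active means mean ATP rescue above about 67%, or every replicate alone reaching that limit, limit read from the data, passing the limit was not always enough; inconclusive means no clear call, values can overlap the other calls; inactive means mean under the limit and some replicate under it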;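 further: myotubes were challenged with 10 µM simvastatin during compound exposure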
SIRT5 block – sirtuin-5 (human) deacylase inhibition; Q9NXA8; Purified SirT5, succinyl-peptide AMC, trypsin-coupled fluorescence; inhibition, % at 15 µM; 330,000 compounds, 1.1% hits; in the data active means inhibition above about 15%; inconclusive means no clear call, values can overlap the other calls
ERp5 block – ERp5 (human) disulfide isomerase inhibition | Q15084 | ERp5 insulin aggregation, absorbance 650 nm, 90 min | inhibition, % at 9.99 µM | 350,000 compounds, 0.05% hits;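 active means mean replicate inhibition above about 25%, with every replicate also reaching it, limit read from the data, passing the limit was not always enough; inconclusive means only one of those two criteria met; inactive means neither criterion met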
Target sequence (Q15084 whole entry, looked up): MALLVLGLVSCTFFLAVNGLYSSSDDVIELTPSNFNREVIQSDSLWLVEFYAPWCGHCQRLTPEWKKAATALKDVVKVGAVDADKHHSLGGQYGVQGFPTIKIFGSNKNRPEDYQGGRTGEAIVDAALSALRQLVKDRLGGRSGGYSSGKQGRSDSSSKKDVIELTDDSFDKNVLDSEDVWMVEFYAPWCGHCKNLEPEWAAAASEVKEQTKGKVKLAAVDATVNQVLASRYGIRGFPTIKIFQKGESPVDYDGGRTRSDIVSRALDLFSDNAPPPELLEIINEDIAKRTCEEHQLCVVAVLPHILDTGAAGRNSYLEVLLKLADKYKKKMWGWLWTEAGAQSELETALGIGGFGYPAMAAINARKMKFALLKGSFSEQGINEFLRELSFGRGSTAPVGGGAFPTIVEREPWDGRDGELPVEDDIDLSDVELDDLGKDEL
PglD DTNB – PglD (C. jejuni) enzyme inhibition | inhibition, % at 12.5 µM | 360,000 compounds, 0.098% hits | purified PglD enzyme, DTNB colorimetric CoA detection | AID 602405; in the data active means inhibition above about 16%, passing the limit was not always enough; inconclusive means no clear call, values can overlap the other calls; further: strong numbers were not always called active
DENV2 CPE – DENV2-induced cell death inhibition; 350,000 compounds, 1.7% hits; DENV2-infected cells, cytopathic effect rescue, plate reader; CPE inhibition, % at 9.99 µM; in the data active means CPE inhibition above about 20%, passing the limit was not always enough; inconclusive means no clear call, values can overlap the other calls; tested in BHK-21 cells;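 further: 0% = median of neutral control wells and 100% = median of positive control wells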
S100A4 inh HTS – inhibitors of human S100A4 binding to myosin IIA peptide; inhibition, % at 10.7 µM; 360,000 compounds, 0.14% hits; S100A4/TAMRA-MyoIIA peptide fluorescence polarization;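 active means mean inhibition of at least 70% across replicates, with every replicate also reaching that level; inconclusive means mean inhibition reaches 70% but some replicates fall short; inactive means mean inhibition below 70%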
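Material: human S100A4 monomer with TAMRA-labelled myosin IIA peptide; buffer or medium: HEPES pH 7.2 with CaCl2, KCl, NaCl, DTT, Triton; compound dosing: one concentration per compound; schedule: 5 min incubation before reading; benchmarks: neutral control DMSO, positive control TFP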
An asterisk follows results filed as active; ? = inconclusive; . = no result given. A portion of the library (hit frequency here may not be typical).

SMILES	E-selectin induc	Statin myotox sup	SIRT5 block	ERp5 block	PglD DTNB	DENV2 CPE	S100A4 inh HTS
COc1ccc(-n2c3c(cc(C(=O)NNc4ccccc4)c2=O)C(=O)CC(C)(C)C3)cc1	4.4	.	4	-2	.	-7	-4
Cc1ccccc1NS(=O)(=O)c1ccc(C(=O)OCC(=O)NCC(C)C)cc1	.	-4	-2	7	9	-2	0
CCC/C=C/c1ccc(CN2C(CC(C)C)C(=O)N(Cc3cn(Cc4ccco4)nn3)CCS2(=O)=O)cc1 (stereo not drawn)	-0.2	-4	-1	4	2	2	8
O=C(NCc1ccc(F)cc1)C1CCN(S(=O)(=O)c2ccc(N3CCCC3=O)cc2)CC1	0.3	-1	-4	0	-1	5	-1
Cc1c(C(=O)NCc2cccc([N+](=O)[O-])c2)sc(=O)n1Cc1ccccc1F	.	22	.	1	-2	-2	-5
CCc1c(C)sc2nc3c(C(=O)N4CCOCC4)cc(C(=O)c4cc(F)ccc4O)cn3c(=O)c12	0.0	9	-5	2	3	0	-2
CO/N=C/CC(=O)c1ccc(OC)cc1	.	4	-11	-1	-1	.	-16
CC(=O)Nc1ccc(S(=O)(=O)NCC(=O)OCC(=O)N2CC(C)OC(C)C2)cc1 (stereo not drawn)	-0.4	12	3	2	-4	-2	1
Cc1ccc(S(=O)(=O)NCC[C@@H]2CC[C@H](NC(=O)c3cccc(F)c3)[C@H](CO)O2)cc1	-1.0	-5	2	3	-4	0	1
C[C@H]1CN([C@@H](C)CO)C(=O)Cc2cc(NS(=O)(=O)c3ccc(F)cc3)ccc2O[C@H]1CN(C)S(=O)(=O)c1ccc(Cl)cc1	198*	27	.	.	4	-3	.
Cc1ccc(-c2nnc(-c3ccc4c(c3)OCO4)o2)cc1	.	16	-3	0	2	2	-1
O=C(CSc1ccccc1)Nc1ccc(C(=O)Nc2cccc(O)c2)cc1	.	.	-3	-3	.	0	7
COc1ccccc1Nc1nc2nonc2nc1N1CCCCC1C (stereo not drawn)	.	.	1	4	.	-3	-4
COc1ccc(C2=NOC(C(=O)NO)C2)cc1OC1CCCC1 (stereo not drawn)	.	.	6	?	-4	-7	37
COc1ccc(S(=O)(=O)Nc2cccc3c2O[C@@H](CN(C)C(=O)Nc2ccc(C(F)(F)F)cc2)[C@@H](C)CN([C@H](C)CO)C3=O)cc1	0.3	.	6	1	-1	-9	-8
C[C@H](CO)N1C[C@H](C)[C@@H](CN(C)C(=O)Nc2cccc3ccccc23)Oc2c(NC(=O)c3ccncc3)cccc2C1=O	-10	6	-5	-5	-9	-8	11
COc1ccc(S(=O)(=O)N(C)C[C@H]2Oc3ccc(NS(=O)(=O)c4ccc(C)cc4)cc3CC(=O)N([C@H](C)CO)C[C@H]2C)cc1	-0.4	-23	.	.	-1	-4	.
Nc1cc(=O)nc(SCC(=O)N2CCN(c3ccccc3)CC2)n1-c1ccc(F)cc1	1.4	-5	4	-13	-2	-4	8
CCCC(=O)N1CCCC1(C)C(=O)Nc1ccc(-n2cncn2)cc1 (stereo not drawn)	4.7	25	-2	-3	-4	-4	-9
O=C(N/N=C/c1cc(Cl)ccc1O)c1ccccc1Br	-0.5	.	1	3	.	8	3
CC1=NN(c2ccccc2)C(=O)/C1=C\C=C\c1ccccc1	0.1	.	-5	10	-5	-10	1
N#C[C@@H]1[C@H](c2ccc(C#CC3CCCC3)cc2)[C@H](CO)N1C(=O)Cc1ccccn1	-0.4	.	1	6	.	-5	7
CC(C)(O)C#Cc1ccc([C@H]2[C@H](CO)N3CCCCN(S(C)(=O)=O)C[C@@H]23)cc1	-0.3	18	2	-5	-6	?	-5
Cc1cc(C)n(-c2ccc(C(=O)OC(C)C(=O)Nc3ccc(C(N)=O)cc3)cc2)n1 (stereo not drawn)	0.1	18	5	4	-4	-8	-5
Cc1ccccc1/C=N/NC(=O)Cn1nnc(N)n1	.	0	-2	-5	4	-5	-8
SMILES	E-selectin induc	Statin myotox sup	SIRT5 block	ERp5 block	PglD DTNB	DENV2 CPE	S100A4 inh HTS
Cc1nn(C(=O)c2c(-c3ccccc3)noc2C)c(C)c1N=Nc1cc(C(F)(F)F)cc(C(F)(F)F)c1	0.5	1	-15	4	0	2	-9
COc1ccc(NC(=O)N2CC(=O)N3[C@H](C2)[C@@H](c2ccc(C4=CCCC4)cc2)[C@@H]3CO)cc1	0.9	.	2	1	.	-11	-10
CC(C)CNC(=O)C(=O)NCc1ccccn1	.	.	0	-3	.	3	3
CCOC(=O)[C@]12CCC=C1N(Cc1cccc3ccccc13)C(=O)[C@H](CC(=O)NCCc1ccccc1OC)C2	.	.	-4	-1	.	-12	-3
CSc1nc(C=Nc2ccccc2Cl)c(O)n1Cc1cccc(Cl)c1	-0.7	.	1	1	.	15	0
O=C(Nc1ccc(F)cc1)N1C[C@H]2[C@@H](c3ccccc31)[C@H](CO)N2C(=O)Cc1ccccn1	-0.2	-28	1	-5	4	11	-3
Cc1ccc(NC(=O)c2cc(NC(=O)c3ccccc3C(=O)O)ccc2N2CCCCC2)cc1	-0.1	.	-3	5	.	.	2
COc1ccc(-c2nc3ccc(Br)cn3c2Cc2cccc(F)c2)cc1OC	1.0	8	0	1	-3	9	-1
CCOC(=O)c1ccc(C(=O)NNC(=O)C2C3C=CC(C3)C2C(=O)O)cc1 (stereo not drawn)	-0.4	4	-1	-9	-5	-8	1
O=C(O)COCC(=O)NC1CCN(Cc2ccccc2)CC1	.	.	0	1	3	?	-1
O=S(=O)(c1cccc(Cl)c1)N1CCSc2ccccc21	0.0	-11	2	-10	-6	-5	-1
Cc1ccc(S(=O)(=O)Nc2nc(-c3ccccc3)cs2)cc1	0.1	29	2	2	-2	-4	-1
Cc1occc1C(=O)NC1CCCN(Cc2ccc(Cl)cc2)C1 (stereo not drawn)	1.6	32	-4	3	-4	4	-5
COc1ccc(Cl)cc1NC(=O)C1CCCN(c2ncnc3c2nc2n3CCCCC2)C1 (stereo not drawn)	.	21	1	-4	1	0	-3
Cc1ccc(Cl)cc1N1CCN(Cc2cc(=O)n3ccsc3n2)CC1	0.8	.	.	0	.	1	-3
CC1(C(=O)NS(=O)(=O)c2cccs2)CCN1C(=O)CC1CCCCC1 (stereo not drawn)	5.8	-1	-5	-3	-5	0	-27
Cc1c(-c2cc(C(=O)O)on2)cnn1C	.	-2	-4	2	3	9	-13
CCCCNC(=O)CSc1nc2ccc(C)cc2[nH]1	19	.	-6	-1	.	-12	11
CC1C=NC(S(=O)(=O)N2CC[C@H]3[C@@H](CO)N(C)c4ccc(-c5ccccc5)cc4[C@H]32)=N1 (stereo partly drawn)	-0.1	12	-1	10	-2	-3	0
CCN1CCN(CC(=O)c2ccc(C)cc2)CC1	0.0	1	0	0	1	-4	2
COc1ccc2c3c([nH]c2c1)[C@H](CO)N(C(=O)c1cccc(F)c1)CC31CCN(C(=O)c2ccccc2)CC1	0.0	.	2	-1	.	12	-3
O=C(c1ccc2ncsc2c1)N1CCCCC1	.	.	-4	2	3	1	-2
O=C(N[C@H]1CC[C@@H](CC(=O)N2CCN(c3ccccc3)CC2)O[C@H]1CO)c1ccccc1	0.2	1	-1	0	2	?	-5
CCCNC(=O)N1C[C@H]2[C@@H](c3ccccc31)[C@H](CO)N2Cc1ccc(OC)cc1	0.3	-4	13	?	1	-10	2
COCC(C)OC(=O)c1c(N)n(CCCN2CCOCC2)c2nc3ccccc3nc12 (stereo not drawn)	0.5	3	-13	-1	4	-1	-5
SMILES	E-selectin induc	Statin myotox sup	SIRT5 block	ERp5 block	PglD DTNB	DENV2 CPE	S100A4 inh HTS
CCOC(=O)c1ccccc1NC(=O)CSc1nc2ccccc2c(=O)[nH]1	.	.	4	2	.	-7	1
CC(=O)Nc1ccc(OCC(O)Cn2cccn2)cc1 (stereo not drawn)	0.2	5	1	1	3	4	-2
CN1C(=O)c2cc(NC(=O)Nc3ccccc3F)ccc2OC[C@H]2O[C@@H](CC(=O)Nc3cccc(Cl)c3)CC[C@@H]21	0.1	25	4	4	3	-8	-6
O=C(c1cccc(Cl)c1)N1CCC(=O)N(C(CO)Cc2ccccc2)CC1 (stereo not drawn)	0.2	.	-1	-4	7	-5	4
Oc1ccccc1-c1nc(NCc2cccnc2)c2ccccc2n1	.	.	1	0	-6	?	-1
Cc1csc(NC(=O)CCCc2cccs2)n1	0.5	2	-3	-1	-4	10	-7
CCOc1ccccc1/C=C/C(=O)NCC(=O)N1CCC(N(C)C2CCCCC2C)CC1 (stereo not drawn)	.	-2	-1	2	-3	?	1
C=C(C)Cn1c(CCCNC(=O)CC)nc2ccccc21	.	17	-6	11	-1	1	-5
O=C(C[C@H]1C[C@@H]2c3cc(NC(=O)CC4CC4)ccc3O[C@@H]2[C@H](CO)O1)NCc1ccc(-c2ccccc2)cc1	0.7	-1	9	-6	-5	-3	16
COc1ccc(-c2ccc(C(=O)NCC(C)C)c3occc23)c(C)c1	0.3	-11	.	-7	-3	-2	-1
COc1ccc2c(C)cc(N3CCN(Cc4ccccc4)CC3)nc2c1	-0.1	0	-2	1	0	?	-1
Cc1ccc(N(CC(=O)Nc2c(C)cccc2C)S(C)(=O)=O)cc1	.	-6	-1	1	-3	?	3
Cc1ccc(/C(N)=N/OC(=O)N2CCOCC2)cc1	.	13	.	-2	2	.	-2
CN(C)CC(=O)Nc1ccc2c(c1)[C@H]1C[C@@H](CC(=O)NCc3ccc(-c4ccccc4)cc3)O[C@@H](CO)[C@H]1O2	0.8	-4	-3	-7	-1	-1	0
COc1ccccc1S(=O)(=O)N[C@H]1CC[C@@H](CC(=O)NCc2cc(F)cc(F)c2)O[C@@H]1CO	0.0	.	4	11	.	2	-66
C[C@@H]1CN([C@H](C)CO)S(=O)(=O)c2ccc(C#Cc3ccc(F)cc3)cc2O[C@@H]1CN(C)S(=O)(=O)c1ccc(F)cc1	-0.2	8	30*	-3	-2	0	-7

Single records (already shown).
O=C(C[C@H]1C[C@@H]2c3cc(NC(=O)CC4CC4)ccc3O[C@@H]2[C@H](CO)O1)NCc1ccc(-c2ccccc2)cc1 is entered as E-selectin induc: 0.7; Statin myotox sup: -1; SIRT5 block: 9; ERp5 block: -6; PglD DTNB: -5; DENV2 CPE: -3; S100A4 inh HTS: 16
C[C@@H]1CN([C@H](C)CO)S(=O)(=O)c2ccc(C#Cc3ccc(F)cc3)cc2O[C@@H]1CN(C)S(=O)(=O)c1ccc(F)cc1 is entered as E-selectin induc: -0.2; Statin myotox sup: 8; SIRT5 block: 30*; ERp5 block: -3; PglD DTNB: -2; DENV2 CPE: 0; S100A4 inh HTS: -7
O=C(c1cccc(Cl)c1)N1CCC(=O)N(C(CO)Cc2ccccc2)CC1 (stereo not drawn) is entered as E-selectin induc: 0.2; Statin myotox sup: .; SIRT5 block: -1; ERp5 block: -4; PglD DTNB: 7; DENV2 CPE: -5; S100A4 inh HTS: 4

Reprinted at random: 4 records from the list
SMILES	E-selectin induc	Statin myotox sup	SIRT5 block	ERp5 block	PglD DTNB	DENV2 CPE	S100A4 inh HTS
Cc1ccc(-c2nnc(-c3ccc4c(c3)OCO4)o2)cc1	.	16	-3	0	2	2	-1
Cc1cc(C)n(-c2ccc(C(=O)OC(C)C(=O)Nc3ccc(C(N)=O)cc3)cc2)n1 (stereo not drawn)	0.1	18	5	4	-4	-8	-5
Cc1nn(C(=O)c2c(-c3ccccc3)noc2C)c(C)c1N=Nc1cc(C(F)(F)F)cc(C(F)(F)F)c1	0.5	1	-15	4	0	2	-9
O=C(N[C@H]1CC[C@@H](CC(=O)N2CCN(c3ccccc3)CC2)O[C@H]1CO)c1ccccc1	0.2	1	-1	0	2	?	-5

High-throughput results from PubChem.
